BCR signal inh: inhibitors of chronic active B-cell receptor signaling | ABC-DLBCL IkBa-CBG/CBR reporter, luminescence ratio, 4 h | Potency, µM (doses to about 46.1 µM), for the others: at the highest dose ratio change, negative = lower green/red ratio, actives largely listed as inhibitors | 340,000 tested, 0.05% active | AID 493014; active means well fitted inhibition curve with a large enough effect in the signal ratio, with a control signal flat, not every such curve was filed as active; inconclusive means small, poorly fitted or top-dose-only effect, or effect the other way, or a change in a side signal; the % refers to the signal ratio;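 further: potency means the concentration at half of the fitted maximal effect; plate controls were basal doxycycline-induced cells for no effect and cells given 10 µM MG132 for full effect; MG132 reads +100%, hits lower the ratio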
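Compounds up to 46 uM were incubated four hours with TMD8 cells whose green CBG68 luciferase is fused to IkappaBalpha; red CBR luminescence normalised the signal, and concentration-effect curves were fitted to fusion, red and ratio data.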
Coupling enz: coupling enzyme interference in Giardia aldolase counter-screen | coupling enzyme system counterscreen, AmpLite Red fluorescence | activity change, negative = inhibition, % at 58.2 µM, hits read low | 290,000 tested, 0.67% active | AID 2472; in the data active means activity change below about -30%; further: on the % scale 0 is the no-effect control and ±100 the full control effect
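First, compound is pin-transferred into glyceraldehyde-3-phosphate coupling-enzyme reagent at 57.5 uM final and held 10 min at RT. Next, substrate, coupling system and AmpLite Red are added. After 20 min RT, fluorescence (525/598 nm) is read.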
Tb PFK block: inhibitors of T. brucei phosphofructokinase. AID 485367. Potency, µM (series often up to 57.5 µM), without a hit: top-dose activity, negative = inhibition, actives largely listed as inhibitors. 330,000 tested, 0.17% active. O15648. T. brucei PFK, ADP-Glo luminescence;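 further: potency means the concentration at half of the fitted maximal effect; 0% = uninhibited 1x PFK enzyme wells and -100% = no-enzyme wells; nearly all actives have a fitted effect of over 60% in size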
Target sequence (O15648 whole entry, looked up): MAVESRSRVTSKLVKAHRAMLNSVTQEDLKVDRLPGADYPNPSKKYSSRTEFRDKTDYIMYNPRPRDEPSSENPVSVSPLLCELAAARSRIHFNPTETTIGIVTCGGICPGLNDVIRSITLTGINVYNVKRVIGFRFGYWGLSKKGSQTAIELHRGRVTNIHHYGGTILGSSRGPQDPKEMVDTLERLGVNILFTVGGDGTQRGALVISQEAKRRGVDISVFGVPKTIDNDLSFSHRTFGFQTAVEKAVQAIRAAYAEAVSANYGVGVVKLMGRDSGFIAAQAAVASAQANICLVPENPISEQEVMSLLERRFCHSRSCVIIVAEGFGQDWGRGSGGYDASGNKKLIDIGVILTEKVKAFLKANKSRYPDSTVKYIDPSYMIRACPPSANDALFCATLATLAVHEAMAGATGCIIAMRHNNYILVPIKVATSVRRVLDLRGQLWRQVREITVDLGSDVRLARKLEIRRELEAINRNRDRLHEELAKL
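In TEA buffer at pH 8.0 with 5 mM MgCl2, enzyme (1.25 nM) converted F6P (0.5 mM) and ATP (0.1 mM) for 45 min at room temperature. ADP product was read by luciferase luminescence.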
B2AR arrestin: beta2AR (human) beta-arrestin recruitment activity; beta-arrestin recruitment to beta2AR, cell-based reporter; Potency, µM (titrated, usually from 46.1 µM), inactives show top-dose activation, hits mostly activators; 330,000 tested, 0.02% active;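 further: potency means the concentration at half of the fitted maximal effect; 0% = DMSO controls and full agonism = EC100 isoproterenol or metaproterenol; nearly all actives have a fitted effect of over 65% in size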
Target sequence (P07550 whole entry, looked up): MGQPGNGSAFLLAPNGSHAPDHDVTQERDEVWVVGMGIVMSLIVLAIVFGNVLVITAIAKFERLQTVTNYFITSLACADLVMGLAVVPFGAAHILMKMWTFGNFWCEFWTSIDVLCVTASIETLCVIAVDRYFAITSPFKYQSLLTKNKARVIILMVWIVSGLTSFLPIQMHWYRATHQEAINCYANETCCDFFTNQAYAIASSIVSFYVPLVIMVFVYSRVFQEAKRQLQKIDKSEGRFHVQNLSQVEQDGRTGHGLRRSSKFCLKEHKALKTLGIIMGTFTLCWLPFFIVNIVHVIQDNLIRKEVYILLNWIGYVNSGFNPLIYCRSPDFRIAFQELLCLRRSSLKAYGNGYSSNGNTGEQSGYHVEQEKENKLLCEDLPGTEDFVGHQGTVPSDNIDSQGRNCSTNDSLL
Giardia killer: kills Giardia lamblia; Giardia lamblia trophozoite viability; activity change, % at 7.66 µM, hits read low; 340,000 tested, 0.15% active; AID 540267; in the data active means activity change below about -80%; inconclusive means between about -30% and that limit;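 further: parasites exposed to compound for two days anaerobically before the ATP read; on the % scale 0 is the no-effect control and ±100 the full control effect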
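Giardia lamblia trophozoites (100 cells/well) were incubated with compounds for 48 h at 37 deg C under anaerobic conditions. Viability was read as ATP content by one-step luminescence after 15-30 min at room temperature.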
GALK inh: galactokinase (human) inhibition. Potency, µM (highest dose often 57.5 µM), for inactives: at the top dose activity change, negative = inhibition, hits mostly inhibitors. Purified GALK, Kinase-Glo residual ATP luminescence. 270,000 tested, 0.007% active. P51570; further: potency means the concentration at half of the fitted maximal effect; on the % scale 0 is the no-effect control and ±100 the full control effect
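Galactose (100 uM) and ATP (35 uM) were turned over by 5 nM GALK for 1 h at RT. Kinase-Glo Plus then converted the remaining ATP into a luminescent signal.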
Menin MLL FP TR: menin-MLL binding inhibition, Texas Red mutant peptide | Menin + Texas Red MLL mutant peptide, fluorescence polarization | Potency, µM (series often up to 61.6 µM), for the others: at the top dose FP activity change, negative = inhibition, usual class: inhibitors | 270,000 tested, 0.23% active | AID 1768; active means well fitted inhibition curve with a large enough effect in the polarisation, with a control signal flat, not every such curve was filed as active; inconclusive means small, poorly fitted or top-dose-only effect, or effect the other way, or a change in a side signal; inactive means no such curve, though single readings can be large or run the other way; the % refers to the polarisation; further: potency means the concentration at half of the fitted maximal effect; % of control where 0% means no effect; many of its hits are not listed in these tables
PTAP TSG101 blk: blocks PTAP/TSG101 interaction to inhibit HIV-1 budding; 340,000 tested, under 10 active; Potency, µM (series often up to 115 µM), for the others: top-dose activity change, negative = inhibition, usual class: inhibitors; Q99816; Fluorescence polarization, FITC-PTAP peptide / Tsg101 binding; AID 493005; active means well fitted inhibition curve with a large enough effect in the main read-out, with a control signal flat, not every such curve was filed as active; inconclusive means small, poorly fitted or top-dose-only effect, or effect the other way, or a change in a side signal; inactive means no such curve, though single readings can be large or run the other way; further: potency means the concentration at half of the fitted maximal effect; % of control where 0% means no effect
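Fluorescence polarization binding of Tsg101 binding domain (10 uM final) to FITC-labeled PTAP peptide (50 nM final) in HEPES pH 7.5 buffer with NaCl, Tween 20, EDTA, TCEP. Compounds added before peptide; binding 20 min at RT.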
ASM inhibitor: blocks human secretory acid sphingomyelinase; P17405; Potency, µM (top dose mostly 57.5 µM), for inactives: at the highest dose activity change, negative = inhibition, most hits filed as inhibitors; placental ASM, HMU-PC fluorogenic substrate, 60 min; 340,000 tested, 0.006% active; further: potency means the concentration at half of the fitted maximal effect
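qHTS format. ASM enzyme prepared from human placenta hydrolyses the fluorogenic substrate HMU-PC0 (9 uM final) over 60 min at 37 °C after a 10 min compound preincubation.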
PKM2 activator: PKM2 (human) enzyme activation; P14618; purified PKM2, Kinase-Glo ATP luminescence, activation; response scale: 0% is enzyme alone, no compound; Potency, µM (series often up to 57.5 µM), without a hit: at the top dose activation, usual class: activators; 260,000 tested, 0.34% active; AID 1631; further: potency means the concentration at half of the fitted maximal effect; on the % scale 0 is the no-effect control and ±100 the full control effect; nearly all actives have a fitted effect of over 55% in size
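Purified hPK-M2 (>95% pure) converted ADP (0.1 mM final) to ATP with 0.5 mM PEP in 50 mM imidazole pH7.2, KCl, MgCl2, Tween 20, BSA; 1 h at room temperature. ATP detected by Kinase-Glo luminescence.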
a7 integrin act: activates integrin-mediated alleviation for muscular dystrophy | alpha7betagal myoblasts, beta-gal FDG fluorescence, 48 h | Potency, µM (titrated, usually from 38.3 µM), without a hit: top-dose activation, usual class: activators | 350,000 tested, 0.064% active | AID 624291;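 further: potency means the concentration at half of the fitted maximal effect; 100% = response of the positive control SU9516; nearly all actives have a fitted effect of over 60% in size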
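alpha7betagal+/- myoblasts (passage 13, 250/well) treated 48 h at 37C with compounds at 1:260 dilution of DMSO stock. Lysed, then beta-galactosidase activity read as FDG fluorescence (ex 480/em 540) after 30 min, with pre-read for autofluorescence.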
An asterisk follows results filed as active; ? = inconclusive; . = no result given; [ ] = dose if it differs, or a comment. Unless noted, the call rests on the fitted dose curve; in most records, active means well fitted curve in the direction sought with a large enough effect; inconclusive means small, poorly fitted or top-dose-only effect, or another doubt; inactive means no such curve, though single readings can be large; an effect the other way counts as inactive or inconclusive.

SMILES,GALK inh,Coupling enz,Menin MLL FP TR,BCR signal inh,ASM inhibitor,PTAP TSG101 blk,a7 integrin act,Giardia killer,PKM2 activator,Tb PFK block,B2AR arrestin
CC1CCCC(C)N1C(=O)COC(=O)c1cc(-c2cccs2)nn1-c1ccccc1 (stereo not drawn),.,.,.,12%,.,-3%,11%,-5,.,-10%,0.3%
CCOC(=O)c1c(C)[nH]c(C)c1S(=O)(=O)N1CCCCC1,2%,2,7%,2%,2%,-6%,-1%,3,.,0%,0.1%
CCCOc1ccc(CCCN=C(N)N)cc1Cl,-3%,3,.,6%,-9%,0%,-6%,4,4%,1%,-0.3%
CN(Cc1nccn1C)C(=O)CC1C(=O)NCCN1CC(c1ccccc1)c1ccccc1 (stereo not drawn),3%,1,-7%,5%,4%,-3%,5%,-4,-6%,1%,-0.1%
O=C(N/N=C/c1ccc([N+](=O)[O-])o1)C1CC1,10%,1,2%,7%,-2%,-3%,-45%[inhibitor],-85*,0%,-6%,0.1%
COc1ccc(-c2nc(CS(=O)CC(=O)NCc3cccnc3)c(C)o2)cc1 (stereo not drawn),2%,-1,0%,10%,-1%,-1%,-1%,-15,9%,0%,0.1%
S=c1[nH]nc(CSc2nc3ccccc3s2)n1C1CCCCC1,2%,1,-24%,3%,-15%,-2%,-11%,-6,0%,-2%,-0.3%
Cc1ccc(SCCC(=O)NCc2ccco2)cc1,0%,3,13%,-11%,1%,-13%,9%,-2,18%,-2%,-0.1%
O=C1CC(c2ccc(Cl)c([N+](=O)[O-])c2)c2ccc3ccccc3c2N1 (stereo not drawn),-1%,-10,-10%,?,-15%,-2%,-38%,-3,-17%,-7%,-0.3%
CCN(Cc1ccccc1)C(=O)Cn1cc2c(n1)CCCC2,0%,-1,2%,8%,-4%,-3%,3%,-5,5%,0%,-0.6%
CN(C)S(=O)(=O)c1cccc(C(=O)Nc2ccc(C(=O)Nc3cccc(S(N)(=O)=O)c3)cc2)c1,.,.,.,4%,-5%,-1%,-3%,-6,.,-3%,-1.1%
CCN(CC)C(=O)Oc1ccc2c(c1)O/C(=C\c1ccco1)C2=O,.,2,?,0%,58%,1%,5%,12,.,-10%,-0.8%
COc1ccc(C(C(=O)NC2CCCC2)N(Cc2ccc(C)cc2)C(=O)c2ccn[nH]2)cc1OC (stereo not drawn),.,3,-26%,7%,0%,-6%,7%,1,-7%,-3%,-0.4%
COC(=O)N/N=C/c1ccc(Oc2ccccc2)cc1,3%,4,11%,1%,1%,1%,-42%,2,0%,-1%,0.3%
O=C(O)CCCc1nc(-c2ccc(Cl)cc2)no1,0%,3,-2%,?,1%,-7%,9%,3,-1%,1%,0.0%
COc1ccc(C(=O)CC(c2ccccc2)S(=O)(=O)c2ccc(C)cc2)cc1 (stereo not drawn),-1%,0,11%,0%,.,.,.,.,3%,-4%,-0.2%
Cc1ccc(N(CC(=O)O)S(C)(=O)=O)cc1,0%,3,3%,0%,1%,0%,0%,17,2%,3%,0.2%
Cc1cc(NS(=O)(=O)c2cccc([N+](=O)[O-])c2)no1,-1%,.,.,0%,4%,-3%,42%,-5,-15%,0%,0.4%
CCOc1ccccc1CNC(=O)c1nn(C)c2c1CS(=O)(=O)c1ccccc1-2,6%,.,.,5%,-1%,-3%,32%,-12,.,-11%,0.5%
CCN(CC)S(=O)(=O)c1ccc2nc(CCl)[nH]c2c1,8%,-2,13%,1%,10%,1%,-27%,18,2%,-1%,0.1%
O=C(NCCN1CCOCC1)c1ccc2c(c1)N(Cc1ccccc1)C(=O)c1ccccc1S2,12%,0,3%,5%,-1%,-5%,-2%,14,.,1%,-0.6%
COc1cc(C(=O)N/N=C/c2ccc3c(c2)c2ccccc2n3C)ccc1O,-7%,-2,?,?,-10%,-5%,25%,-10,-2%,3%,0.0%
Cc1oc(C(N)=O)nc1-c1ccccc1,0%,0,.,16%,2%,-4%,-13%,-12,3%,1%,-0.3%
CCCC(=O)Nc1ccc(C(=O)COC(=O)c2cc(C)oc2C)cc1,.,.,.,?,-8%,-4%,1%,-10,.,7%,2.5%
CN1C2C=C3C(C#N)=C(N)C(C#N)(C#N)C(c4ccc(Br)cc4)C3C1CC2 (stereo not drawn),-3%,-2,-7%,9%,8%,-8%,-44%,1,2%,-3%,-0.2%
COc1ccccc1N=Nc1c(O)[nH]c2ccc(Br)cc12,.,3,?,?,-13%,?,-1%,17,.,-1%,0.3%
O=C(/C=C/c1ccccc1)Nc1cc(NC(=O)/C=C/c2ccccc2)cc(C(=O)O)c1,-3%,7,?,7%,-19%,-5%,3%,4,1%,1%,-0.2%
CC(C)(C)CC(=O)Nc1ccc(S(=O)(=O)NC2=NCCCCC2)cc1,.,.,.,2%,3%,-1%,0%,2,.,-8%,-0.1%
CC(=O)c1[nH]c(C)c(C(=O)N2CCCC(Nc3ccc(C(C)C)cc3)C2)c1C (stereo not drawn),-3%,0,-9%,0%,0%,1%,7%,0,0%,0%,0.5%
CC(C)CN1CN(Cc2ccccc2)CNC1=S,0%,2,3%,7%,3%,1%,-10%,-24,18%,8%,-0.6%
COc1cc2nc(N(C)C)nc(N)c2cc1OC,-1%,-7,-11%,?,427%[activator],-1%,-2%,-9,5%,4%,0.1%
COc1ccc(CC(=O)N(C)CC(=O)Nc2cccc(F)c2)cc1S(=O)(=O)N1CCOCC1,-3%,.,.,0%,3%,-4%,-16%,1,-7%,0%,-0.6%
Cc1ccc(S(=O)(=O)N(C)c2ccc(C(=O)NCC3CCCO3)cc2)cc1 (stereo not drawn),0%,-1,-16%,1%,4%,-6%,17%,-13,-2%,-5%,-0.2%
CCOC(=O)C=C1CCN(c2ncc(C(F)(F)F)cc2Cl)CC1,0%,-3,-11%,3%,2%,-1%,33%[7.66 µM],7,2%,0%,-0.6%
CC1(C)Cc2nc3sc(C(=O)O)c(N)c3cc2CS1,-1%,2,?,0%,.,.,.,.,2%,-2%,-0.2%
CCN(C(=O)CN1CCc2ccccc21)c1c(N)n(Cc2ccccc2)c(=O)[nH]c1=O,10%,-1,-12%,0%,249%[activator],-2%,?,2,5%,3%,-1.0%
COc1cccc(C(C(=O)NC2CCCC2)N(C(=O)c2ccco2)C2CC2)c1OC (stereo not drawn),3%,-1,-5%,4%,0%,-3%,-18%,16,4%,4%,0.3%
Cc1nn(Cc2ccc(F)cc2)c2sc(C(=O)Nc3nccs3)cc12,-1%,4,?,0%,0%,0%,27%,0,1%,1%,-0.4%
O=C(CCc1nnc2ccc(N3CCCCC3)nn12)NCc1ccco1,-4%,.,.,3%,4%,-4%,?,4,.,0%,-0.1%
CCOC(=O)c1c(NC=O)sc2c1CCC2,-3%,1,-6%,0%,.,1%,-1%,12,4%,-1%,0.2%
Cc1cc(C)nc(N2CCC(C(=O)Nc3cccc(C(F)(F)F)c3)CC2)n1,0%,-2,32%[activator],9%,-5%,1%,5%,-16,5%,0%,-0.3%
CCOc1ncccc1C(=O)OCC(=O)N(CC(C)C)C1CCS(=O)(=O)C1 (stereo not drawn),0%,5,-10%,-6%,3%,1%,-7%,2,-6%,-2%,3.7%
CCN(CC)CCCN(Cc1cc2cc3c(cc2[nH]c1=O)OCO3)C(=S)Nc1ccccc1OC,1%,3,3%,-28%,72%[activator],-1%,-30%,-17,1%,-11%,-1.0%
CCn1c(=O)n(CC(=O)Nc2cc(OC)ccc2OC)c(=O)c2ccccc21,-1%,1,-12%,-6%,-1%,-4%,34%,-1,-1%,-1%,-0.1%
C/C(=C\C(=O)c1ncc(C(F)(F)F)cc1Cl)N(C)C,2%,4,-4%,1%,-4%,-3%,1%,-20,0%,1%,-0.1%
Cc1cccc(C(=O)N(CC(=O)Nc2sc(C)c(C)c2C(N)=O)C2CCCC2)c1,-2%,-1,-10%,?,0%,-1%,0%,5,-8%,7%,0.4%
COc1cccc(C(=O)N/N=C(\C)c2cccc(NC(=O)c3ccc(F)cc3)c2)c1OC,-12%,.,.,?,-3%,0%,-5%,5,0%,0%,-0.5%
O=C(N/N=C/c1cccc(Oc2ccccc2)c1)c1ccncc1,2%,-8,30%,-3%,-3%,-2%,0%,3,.,2%,-0.6%
CC(=O)c1cccc(NC(=O)C2CCCN(S(=O)(=O)c3cccc4cccnc34)C2)c1 (stereo not drawn),4%,1,-7%,?,-2%,-1%,10%,8,-3%,2%,-0.1%

Source: PubChem BioAssay

Not all compounds are listed; the hit share may differ from the screen's.
